CHT PAM: allosterically activates the human high affinity choline transporter. Q9GZV3. CHT-expressing cells, membrane potential dye, choline EC20; hits give high values; LV-AA mutant CHT in HEK293 cells. B-score at 10 µM. hit rate 0.49% among 310,000;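 active means initial fluorescence not abnormally high and integrated response B-score, plate-corrected, over 3 SD above library mean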
Target sequence (Q9GZV3 whole entry, looked up): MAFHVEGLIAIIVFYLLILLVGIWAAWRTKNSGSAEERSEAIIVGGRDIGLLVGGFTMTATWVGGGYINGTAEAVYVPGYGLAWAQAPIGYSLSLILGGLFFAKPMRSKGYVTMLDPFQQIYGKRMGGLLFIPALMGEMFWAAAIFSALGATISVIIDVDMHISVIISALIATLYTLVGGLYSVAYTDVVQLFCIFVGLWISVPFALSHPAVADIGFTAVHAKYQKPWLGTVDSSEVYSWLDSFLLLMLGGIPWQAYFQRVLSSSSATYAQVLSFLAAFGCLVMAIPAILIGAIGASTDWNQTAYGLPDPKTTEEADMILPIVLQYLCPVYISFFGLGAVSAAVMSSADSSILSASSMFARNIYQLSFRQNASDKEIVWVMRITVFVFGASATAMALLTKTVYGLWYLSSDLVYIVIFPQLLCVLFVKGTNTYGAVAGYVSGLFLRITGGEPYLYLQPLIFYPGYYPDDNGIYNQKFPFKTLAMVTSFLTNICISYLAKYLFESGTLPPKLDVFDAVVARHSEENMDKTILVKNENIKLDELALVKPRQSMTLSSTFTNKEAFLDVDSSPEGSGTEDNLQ
OX1R antag: antagonists of human orexin 1 receptor | O43613 | CHO/OX1R cells, Fluo-8 calcium fluorescence, orexin A | inhibition, % at 5 µM | hit rate 0.43% among 330,000;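 active means inhibition above its plate's threshold, mean inhibition of all tested compounds on the plate plus 3 SD, cut at about 37% in these data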;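 further: 0% = orexin A challenge wells and 100% = SB-334867-A antagonist wells; not every result past the cut was called active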
Target sequence (O43613 whole entry, looked up): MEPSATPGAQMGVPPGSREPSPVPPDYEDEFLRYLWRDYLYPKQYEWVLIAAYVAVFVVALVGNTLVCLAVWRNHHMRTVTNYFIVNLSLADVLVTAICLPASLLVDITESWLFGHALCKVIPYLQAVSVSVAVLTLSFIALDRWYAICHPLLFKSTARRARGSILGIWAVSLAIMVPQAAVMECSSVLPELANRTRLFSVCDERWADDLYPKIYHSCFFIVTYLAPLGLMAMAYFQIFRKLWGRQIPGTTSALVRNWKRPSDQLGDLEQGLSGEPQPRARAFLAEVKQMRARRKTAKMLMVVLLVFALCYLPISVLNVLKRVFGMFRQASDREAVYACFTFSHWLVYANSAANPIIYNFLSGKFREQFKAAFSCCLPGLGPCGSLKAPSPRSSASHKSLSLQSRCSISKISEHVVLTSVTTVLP
Starred values were filed as active, the others as inactive; i = inactive; . = no result given.

SMILES	CHT PAM	OX1R antag
COc1c(C)cc(C(=O)C2CCCN(C(=O)c3cc(C)n(C)n3)C2)cc1C (configuration not stated)	i	-7.3
COc1ccccc1C(CCNCc1ccc(N(C)C)cc1)c1ccc(OC(C)C)cc1 (configuration not stated)	8.69*	-11.3
COc1cc(OC)cc(-c2c(-c3cccs3)c3cc(Br)ccc3n2C)c1	.	-15.6
O=C1CCC(C(=O)O)(c2ccccc2)C1 (configuration not stated)	i	-15.6
O=C(Nc1cccc(C(F)(F)F)c1)c1cccc(NS(=O)(=O)c2ccc(O)c(C(=O)O)c2)c1	i	-16.1
CCN(C(=O)CN1C(=O)/C(=C/c2ccccc2F)SC1=S)C1CCS(=O)(=O)C1 (configuration not stated)	i	-24.1
Cc1cc(C)c2nc(NC(=O)C3CSC4(C)CCC(=O)N34)sc2c1 (configuration not stated)	.	-26.1
N#Cc1ccccc1OCC(=O)OCC(=O)Nc1ccc2c(c1)OCO2	.	-13.3
COc1ccc(CCNC(=O)CSc2nc3[nH]ncc3c(=O)[nH]2)cc1OC	i	2.4
CCCCn1c(SCC(=O)N(C)C2CCS(=O)(=O)C2)nc2cc(S(N)(=O)=O)ccc21 (configuration not stated)	i	-6.6
O=C(O)Cn1c(=S)sc2ccccc21	i	-29.7
CCOC(=O)N1CCN(S(=O)(=O)N2CCCC(C(=O)NCCc3ccccc3)C2)CC1 (configuration not stated)	i	-10.3
COc1cccc(C(=O)NC(C)CCc2ccccc2)c1 (configuration not stated)	i	-7.0
CN(C(=O)COC(=O)c1cc2ccccc2cc1O)c1c(N)n(Cc2ccccc2)c(=O)[nH]c1=O	i	-17.1
COc1ccc(S(=O)(=O)N2CCCN(C)CC2)cc1	i	1.3
CCOC(=O)C1(CCOc2ccccc2)CCN(Cc2ccccc2O)CC1	i	-19.5
Cn1c(CNC(=O)CNC(=O)c2cccc(Cl)c2)cc(=O)n(C)c1=O	i	12.8
COc1cc(C(=O)NC2CCCc3c2cnn3-c2ccccc2F)cc(OC)c1OC (configuration not stated)	i	-12.4
COc1ccc(CC(=O)NNc2ncnc3c2cnn3-c2ccc(C)cc2)cc1OC	i	-14.5
CC(C)CC(=O)NC(=S)Nc1cccc(NC(=O)c2ccccc2)c1	i	-20.4
COc1ccccc1C(=O)Nc1nc2cc3c(cc2s1)OCO3	i	-11.0
CCOC(=O)C1C2C=CC3(CN(Cc4cccs4)C(=O)C13)O2 (configuration not stated)	i	1.5
COC(=O)c1ccccc1NC(=O)CCCn1nc(C)c2c(C)n(-c3ccccc3)nc2c1=O	i	-0.6
Cc1cccc(C)c1OCc1cc(C(=O)NCC2CC2)no1	i	-33.5
c1ccc(Oc2cccc(CN3CCCCC3)c2)cc1	i	-6.3
CC12CCC(C(=O)NNC(=O)c3ccccc3)(OC1=O)C2(C)C (configuration not stated)	i	-8.8
Cc1cc(OC(C)C(=O)N2CCN(c3ccccc3)CC2)c2c(C)c(C)c(=O)oc2c1 (configuration not stated)	i	-26.9
Cc1ccc(-c2nn(-c3ccccc3)cc2C(=O)OCC(=O)Nc2ncc(Cl)cc2Cl)cc1	i	-13.0
O=S(=O)(NC1Cc2ccccc2C1)c1ccccc1	i	.
Cc1cccc2nc(CSc3nc4ccccc4o3)cn12	i	-8.7
COc1cccc(/C=N/NC(=O)c2c(-c3ccccc3)noc2C)c1O	i	3.7
O=C(c1cccc(N2C(=O)c3ccccc3C2=O)c1)N1CCCC(C(F)(F)F)C1 (configuration not stated)	i	-19.4
Cn1c(CS(=O)Cc2c(Cl)cccc2Cl)nnc1SCc1ccc(Cl)cc1 (configuration not stated)	i	-8.2
COc1ccccc1C(=O)NCC(=O)OCCCOC(=O)CNC(=O)c1ccccc1OC	i	-24.5
COc1ccc(NC(=O)CSc2nnc(C3CCCCC3)n2N)cc1OC	i	-1.5
CN1CCN(CCCNC(=O)Nc2ccc([N+](=O)[O-])cc2)CC1	i	-0.4
CCOC(=O)C1=C(c2ccccc2)Nc2nc(C)nn2C1c1cccc(OC)c1OC (configuration not stated)	i	-23.4
N#Cc1ccc(CSc2nnc(-c3cccc(S(=O)(=O)N4CCCCC4)c3)o2)cc1	i	-25.1
CC(C)N(Cc1ccccc1)C(=O)COC(=O)c1cc[n+]([O-])cc1	.	-5.3
COc1ccc(/C=C\C(=O)NCC(=O)N/N=C/c2cccc(OC)c2O)cc1	i	0.7
COc1ccc(NC(=O)CCC(=O)c2ccc(Cl)cc2)cn1	.	-15.6
CSc1ccccc1NC(=O)Nc1cccc2ccccc12	i	.
O=C(Nc1ccccc1)C(c1ccccc1)c1ccccc1	i	-11.6
CCNC(=S)NC(=NCc1cccnc1)Nc1nc(C)cc(C)n1	i	-17.0
COc1ccc(-n2ccc(=O)c(C(=O)O)n2)cc1	i	1.2
O=C(COC(=O)CNC(=O)c1ccccc1F)Nc1nnc(-c2ccccc2)o1	i	-5.9
COc1ccc(NC(=O)/C=C/c2ccc(OC(F)F)cc2)cn1	i	-8.1
CCC(=O)Nc1nnc(S(=O)(=O)N(CC)c2ccc(Cl)cc2)s1	i	-45.0
CCc1nc2cc(Cl)c(Cl)cc2nc1CC	i	0.6
Nc1nc(NCCOCCO)nc(N2CCCCCC2)c1[N+](=O)[O-]	i	.
Next part
SMILES	CHT PAM	OX1R antag
CCCCN(CCCC)S(=O)(=O)c1ccc2oc(C(=O)N3CCOCC3)c(C)c2c1	i	-24.6
CCc1nc2oc3ccccc3c(=O)c2c(=O)n1-c1ccc(C)cc1	i	-30.0
CCOC(=O)N1CCN(c2nc(SC)nc3sc4c(c23)CC(C)(C)OC4)CC1	i	-29.5
CCc1ccc(NC(=O)C[n+]2cc(-c3ccc(C)cc3)n3c2CCC3)cc1	i	-19.0
Cc1ccc(C)c(OCCCNC2CCCC2)c1C	i	-21.8
Cc1cc(Nc2ccc(Cl)cc2)nc(NCc2ccccc2)n1	i	-2.2
COC(=O)c1ccccc1NC(=O)CNc1ccc(F)c(S(=O)(=O)N2CCOCC2)c1	.	-19.7
O=C(N/N=C/c1ccc[nH]1)c1cccc([N+](=O)[O-])c1	i	5.2
CCOc1ccc(S(=O)(=O)NC(C)C(=O)NCc2ccccn2)cc1 (configuration not stated)	i	-12.5
C[N+](C)(C)C/C=C1/COCO1	i	-4.2
COCCSc1ccccc1C(=O)Nc1nnc(C)s1	i	-2.4
O=C(c1ccc(S(=O)(=O)Nc2cccc(C(F)(F)F)c2)cc1)N1CCOCC1	i	14.9
CCOC(=O)C(NC(=O)Nc1ccc(O)cc1)(c1ccccc1)C(F)(F)F (configuration not stated)	i	-12.7
CC1(C)C(=O)Nc2ccccc2N1C(=O)COC(=O)Cc1ccc(Cl)c(Cl)c1	.	-12.5
Cc1ccc2c(c1)c(/C=C/c1cc[n+](C)cc1)c(C)n2C	i	.
Cn1cccc1C(=O)N1CCN(c2cccc(C(F)(F)F)c2)CC1	i	-14.9
COc1ccc(C(=O)N/C(=C/c2cccs2)c2nc3ccccc3[nH]2)cc1OC	i	-29.6
Cn1cccc1C1Nc2ccccc2NC2=C1C(=O)CC(C)(C)C2 (configuration not stated)	i	-32.6
CS(=O)(=O)N1CCCC(C(=O)NCCCN2CCOCC2)C1 (configuration not stated)	i	-5.2
Clc1cccc(Oc2cnns2)c1Cl	i	-6.8

Some of the entries above, set out differently.
Molecule | CHT PAM | OX1R antag
Cc1ccc(C)c(OCCCNC2CCCC2)c1C | i | -21.8
Cc1cc(Nc2ccc(Cl)cc2)nc(NCc2ccccc2)n1 | i | -2.2
COC(=O)c1ccccc1NC(=O)CNc1ccc(F)c(S(=O)(=O)N2CCOCC2)c1 | . | -19.7
O=C(N/N=C/c1ccc[nH]1)c1cccc([N+](=O)[O-])c1 | i | 5.2
CCOc1ccc(S(=O)(=O)NC(C)C(=O)NCc2ccccn2)cc1 (configuration not stated) | i | -12.5
C[N+](C)(C)C/C=C1/COCO1 | i | -4.2
COCCSc1ccccc1C(=O)Nc1nnc(C)s1 | i | -2.4
O=C(c1ccc(S(=O)(=O)Nc2cccc(C(F)(F)F)c2)cc1)N1CCOCC1 | i | 14.9
CCOC(=O)C(NC(=O)Nc1ccc(O)cc1)(c1ccccc1)C(F)(F)F (configuration not stated) | i | -12.7
CC1(C)C(=O)Nc2ccccc2N1C(=O)COC(=O)Cc1ccc(Cl)c(Cl)c1 | . | -12.5
Cc1ccc2c(c1)c(/C=C/c1cc[n+](C)cc1)c(C)n2C | i | .
Cn1cccc1C(=O)N1CCN(c2cccc(C(F)(F)F)c2)CC1 | i | -14.9
COc1ccc(C(=O)N/C(=C/c2cccs2)c2nc3ccccc3[nH]2)cc1OC | i | -29.6
Cn1cccc1C1Nc2ccccc2NC2=C1C(=O)CC(C)(C)C2 (configuration not stated) | i | -32.6
CS(=O)(=O)N1CCCC(C(=O)NCCCN2CCOCC2)C1 (configuration not stated) | i | -5.2
Clc1cccc(Oc2cnns2)c1Cl | i | -6.8

More structures:
SMILES	CHT PAM	OX1R antag
CC(NC(=O)c1ccco1)C(=O)N1CCN(S(=O)(=O)c2ccccc2C#N)CC1 (configuration not stated)	.	-14.3
COc1ccc(NC(=O)CSc2nnc(-c3ccccn3)n2N)c(OC)c1	i	-33.5
COc1ccc(OC)c(NC(=O)CN(c2ccc(C(C)C)cc2)S(=O)(=O)c2c(C)noc2C)c1	i	-25.0
COc1ccc(C(=O)N2CCN(c3cnn(-c4ccccc4)c(=O)c3Cl)CC2)cc1	i	-17.0
CC(=O)c1ccc(OC(C)C)c(CSC(=N)N)c1	i	-6.7
COc1ccccc1NC(=O)CNC(=O)Cn1cnc2sc(C)c(C)c2c1=O	i	-10.2
COc1ccc(-c2c([C@H]3[C@H]4C=CC[C@@H](C)[C@@H]4C(=O)N3Cc3ccccc3)ccc3ccccc23)cc1OC	i	-30.7
O=C(NCCc1c[nH]c2ccccc12)c1ccc(Cl)cc1	i	-11.6
Cc1ccc(Cl)cc1NC(=O)COC(=O)c1ccccc1O	i	-20.4
COc1cccc(CN2CCNC(=O)C2CC(=O)NCCCC2CCCC2)c1OC (configuration not stated)	i	-26.4
Cc1c(CC(=O)O)c(=O)oc2c(C)c(OCc3ccccc3)ccc12	i	.
CCCCCCCC(=O)NNC(=O)CCC(=O)O	i	-22.5
Cc1ccc(S(=O)(=O)c2ccccc2)cc1S(=O)(=O)N1CCOCC1	i	-15.1
CCCCn1nc(C(=O)N(C)CC(=O)Nc2ccc(F)c(F)c2F)ccc1=O	.	-7.7
CN(C(=O)COC(=O)CN1C(=O)C2CC=CCC2C1=O)c1ccccc1 (configuration not stated)	i	-14.8
CC(/C=N/n1c(COc2ccccc2)n[nH]c1=S)=C\c1ccco1	i	-1.0
O=c1cc(O)c2ccccc2n1Cc1ccccc1F	i	-6.8
Cc1cc(-c2csc(N)n2)c(C)n1CCc1ccccc1	i	-3.5
CSc1ccc(Cl)c(C(=O)N2CCOc3ccccc32)c1	i	-18.3
CCCCNC(=O)CCc1nc2cccnc2n1Cc1ccc(OC)cc1	i	-14.6
CCn1c(Sc2ccc([N+](=O)[O-])cn2)nnc1-c1ccco1	i	-19.7
CCCc1nc(SCC(=O)N2CCCCCC2)c2c(=O)n(C)c(=O)n(C)c2n1	i	-22.6
COc1cc2ccccc2cc1C(=O)NC(=S)Nc1nnn(C)n1	i	-1.9
CC(C)OC(=O)CC12CN(C)CC(CC(=O)OC(C)C)(CN(C)C1)C2=O	i	-12.2
CCOC(=O)c1sc(NCCNc2nc(C)c(C(=O)OCC)s2)nc1C	i	-22.9
O=C(Cc1cccs1)Nc1nc(-c2ccc(F)cc2F)cs1	i	-9.1
COc1cc(=O)[nH]c(SCC(=O)Nc2nc3c(s2)CCCC3)n1	i	-12.9
O=C(Cn1c(-c2ccccc2Cl)nc2ccccc21)Nc1cccc(Cl)c1	i	-27.6
Cc1ccc(CN(C(=O)COc2ccc(C)c(C)c2)C2CCS(=O)(=O)C2)o1 (configuration not stated)	i	-19.5
O=C(COC(=O)C1CCN(S(=O)(=O)c2cccs2)CC1)Nc1ccc(F)cc1Cl	.	-14.7

Reformatted as comma-separated lines: entries from further up
SMILES,CHT PAM,OX1R antag
COc1ccc(C(=O)N2CCN(c3cnn(-c4ccccc4)c(=O)c3Cl)CC2)cc1,i,-17.0
CC(=O)c1ccc(OC(C)C)c(CSC(=N)N)c1,i,-6.7

The list goes on:
SMILES	CHT PAM	OX1R antag
CCOC(=O)c1c(NC(=O)C(C)Sc2cn(C)c3ccccc23)sc2c1CCC2 (configuration not stated)	i	-24.0
CCOc1ccc(C(=O)Oc2cc(C)[nH]c(=O)c2[N+](=O)[O-])cc1	i	10.0
O=C(O)Cc1ccc(NS(=O)(=O)c2ccc3ccccc3c2)cc1	i	-0.8
COc1ccccc1N/C(=N/S(=O)(=O)c1ccc(C)cc1)c1ccccc1	i	-34.8
COc1ccc(C(=O)O/N=C(\N)c2cccc(C)c2)cc1OC	i	-12.3
Cc1ccc(C2CN(CCC(N)=O)C(=O)CO2)cc1 (configuration not stated)	i	-6.7
OCCC1CN(Cc2cnc(N3CCCC3)s2)CCN1C1CCCC1 (configuration not stated)	i	4.3
C/C(=N\Nc1cc(N2CCCCC2)nc(C)n1)c1ccc(Br)cc1	i	-33.5
CCC1(c2ccc(F)cc2)NC(=O)N(CC(=O)N2c3ccccc3CC2C)C1=O (configuration not stated)	.	12.4
Cc1cc(C)nc(SCC(=O)N/N=C/c2ccc3c(c2)OCO3)n1	i	.
OCC[C@@H]1C[C@@H](O)[C@H](O)[C@@]2(CCCCO2)O1	i	1.0
Nc1nonc1-n1nnc(C(=O)N/N=C/c2ccccc2Cl)c1-c1ccccc1	i	-19.8
O=C(NCCO)c1ccc2c3n(nc2c1)-c1ccccc1CO3	i	-20.5
COc1ccccc1-c1sc2cc3c(cc2c1C#Cc1ccccn1)OCO3	.	-54.1
COc1ccc(/C=C/C(=O)c2ccccc2O)cc1CN1CCOCC1	i	-21.4
CCC(Oc1ccccc1)C(=O)N(Cc1ccccc1)c1ccccn1 (configuration not stated)	i	-6.1
CC(=O)OCCNc1cc(SCc2ccco2)c2nonc2c1[N+](=O)[O-]	i	-5.6
Cc1ccc(-n2c(Cc3ccccc3)n[nH]c2=S)cc1	i	12.5
COc1ccc(C2C3=C(CC(C)(C)CC3=O)Nc3c2c(=O)[nH]c(=O)n3Cc2ccccc2)cc1OC (configuration not stated)	i	-1.4

Bioassay records: PubChem BioAssay, several laboratories
